# S2 tox: cell viability loss in ATXN counter-screen | S2 cells (HEK-293 line with an ATXN2-luciferase reporter) viability, CellTiter-Fluor protease fluorescence, 24 h | Potency, µM (doses to about 56.7 µM), most hits filed as cytotoxic | 0.49% of 400,000 active | AID 651635; further: potency means the concentration at half of the fitted maximal effect; nearly all actives have a fitted effect of over 40% in size
# ATXN2 expr inh: ATXN2 expression inhibition | HEK-293 ATXN2-luciferase reporter, luminescence, 24 h | Potency, µM (highest dose often 57 µM), without a hit: top-dose activity change, negative = inhibition, actives largely listed as inhibitors | 0.72% of 360,000 active | AID 1745845; further: potency means the concentration at half of the fitted maximal effect; on the % scale 0 is the no-effect control and ±100 the full control effect; nearly all actives have a fitted effect of over 55% in size
#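 qHTS (up to 57 uM final) was run with 24 h compound exposure of reporter cells at 37 °C. Each well was multiplexed: SteadyGlo luminescence measured ATXN2-luciferase expression after a fluorogenic Gly-Phe-AFC viability readout (25 uM final).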
# KB-3-1 cytotox: kills parental KB-3-1 adenocarcinoma cells; Potency, µM (top dose mostly 46.1 µM), for inactives: at the top dose activity change, negative = cytotoxic, most hits filed as cytotoxic; 1.4% of 400,000 active; KB-3-1 viability, CellTiter-Glo ATP luminescence, 72 h; further: potency means the concentration at half of the fitted maximal effect; on the % scale 0 is the no-effect control and ±100 the full control effect; nearly all actives have a fitted effect of over 60% in size
#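 Screening of KB-3-1 cells (DMEM, 10% FBS, phenol-red free) ran from lowest to highest compound concentration; after 72 h at 37 °C viability was read luminescently and curves fitted.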
# HT1080 IDH1KD tx: HT-1080 IDH1 knockdown cell toxicity (counter line) | Potency, µM (series often up to 46.1 µM), inactives show at the highest dose activity, negative = toxicity, most hits filed as cytotoxic | 2% of 360,000 active | HT-1080 IDH1 knockdown viability, ATP luminescence, 48 h | AID 686971;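 further: potency means the concentration at half of the fitted maximal effect; 0% = DMSO wells and -100% = cell-free medium wells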
#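 After a 2 h attachment period, IDH1KD HT-1080 cells took pin-transferred compound for 48 h at 37 °C; ATP-based luminescence after 10 min room-temperature reagent incubation reported viability.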
# MCF10A rerep: induces DNA re-replication in MCF 10a normal breast cells | MCF 10A DNA re-replication, Hoechst nuclear intensity, 48 h | Potency, µM (top dose mostly 46.1 µM), inactives show at the highest dose activity, positive = re-replication, hits mostly activators | 2.9% of 350,000 active; further: potency means the concentration at half of the fitted maximal effect; % of control where 0% means no effect; nearly all actives have a fitted effect of over 50% in size
# HepG2 tox: counter-screen for TGF-b inhibitors: cytotoxicity in HepG2 cells | Potency, µM (titrated, usually from 46.1 µM), inactives show top-dose activity change, negative = cytotoxicity, actives largely listed as cytotoxic | AID 588856 | HepG2 CAGA-GFP viability, ATP luminescence, 18 h | 0.76% of 410,000 active; further: potency means the concentration at half of the fitted maximal effect; some results filed as inactive show a strong effect at the top dose
#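 HepG2 CAGA-GFP cells (1000/well, DMEM with 1% FBS) received compound, then TGF-beta at 500 pg/mL final, and were incubated 18 hours at 37 degrees C. Viability was read by CellTiter-Glo luminescence. Media-only wells were set as complete cell-killing and DMSO as no toxicity.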
# IL-1B inflam inh: inflammasome signaling inhibition, IL-1 beta readout. THP-1 LPS/ATP IL-1B secretion, AlphaLISA, 16 h; stronger effect = lower value. activity change, % at 57.5 µM. 4.7% of 360,000 active. AID 743279; in the data active means activity change below about -50%; inconclusive means mostly about -30% to -49%; further: on the % scale 0 is the no-effect control and ±100 the full control effect
#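 Secreted IL-1B measured by AlphaLISA bead assay after 16 h compound exposure of THP-1 cells; compounds (final up to 57.5 uM) added 1 h before LPS (250 ng/mL) and ATP (1.25 mM) stimulation; lower signal means less secretion.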
# HT1080-NT tox: kills 2HG-producing HT-1080-NT fibrosarcoma cells; 1.6% of 360,000 active; Potency, µM (top dose mostly 46.1 µM), inactives show at the top dose activity, negative = less viability, hits mostly cytotoxic; HT-1080-NT fibrosarcoma viability, CellTiter-Glo ATP luminescence, 48 h;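 further: NT is the 2HG producing partner of a matched IDH1 knockdown line; potency means the concentration at half of the fitted maximal effect; 0% = DMSO-treated cells and -100% = media-only wells without cells; nearly all actives have a fitted effect of over 55% in size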
#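 HT-1080-NT fibrosarcoma cells (2HG-overproducing), 750 cells/well in RPMI with 5% FBS, dosed after 2 h and incubated 48 h at 37C. CellTiter-Glo luminescence normalized to DMSO and no-cell wells; concentration-response curves fitted and classed.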
# SW480 rerep: inducers of DNA re-replication in SW480 colon cancer cells; 1.8% of 340,000 active; AID 624297; SW480 DNA re-replication, Hoechst DNA content imaging, 48 h; Potency, µM (highest dose often 46.1 µM), for inactives: at the highest dose re-replication activation, actives largely listed as activators; further: potency means the concentration at half of the fitted maximal effect; % of control where 0% means no effect; nearly all actives have a fitted effect of over 55% in size
#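 Hoechst fluorescence of nuclei (405 nm excitation, 500-530 nm emission) measured by plate-scanning imager after 48 hr compound exposure at 37 C; re-replication scored as increased number of nuclei with elevated intensity.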
# An asterisk follows results filed as active; i = inactive; ? = inconclusive; nt = not tested or not shown; [ ] = another dose, or the depositor's remark. Unless noted, the call rests on the fitted dose curve; in most records, active means well fitted curve in the direction sought with a large enough effect; inconclusive means small, poorly fitted or top-dose-only effect, or another doubt; inactive means no such curve, though single readings can be large; an effect the other way counts as inactive or inconclusive. The order is random (roughly 8.9% active in at least one column).
SMILES,S2 tox,ATXN2 expr inh,KB-3-1 cytotox,HT1080 IDH1KD tx,MCF10A rerep,HepG2 tox,IL-1B inflam inh,HT1080-NT tox,SW480 rerep
Cc1cccc(NC(=O)CN2CCN(C(=O)c3cccc(-n4cnnn4)c3)CC2)c1C,i,6%,-4%,-9%,1%,-52%,-11,-4%,-4%
CCOC(=O)C1=NNC(C(=O)OCC)C1C(=O)OCC (configuration not stated),i,-1%,-2%,16%,5%,-4%,-6,8%,-3%
O=C(Nc1cccnc1)c1ccc(N2CCOCC2)c([N+](=O)[O-])c1,i,-24%,3%,5%,6%,-23%,-24,-1%,-7%
CCOc1cc(CN2CCN(Cc3ccc(C)o3)C(CCO)C2)ccc1OC (configuration not stated),i,nt,-11%,-1%,-4%,-4%,12,0%,-1%
Cc1ccc(CSCC(=O)Nc2ccc3c(c2)OCO3)cc1,i,17%,0%,4%,6%,2%,5,8%,-5%
CCOc1ccc2nc(NC(=O)C(CC)Sc3nc(C)cc(=O)[nH]3)sc2c1 (configuration not stated),i,30%[activator],-14%,-3%,4%,3%,11,-1%,2%
CCN(CC)CCCNC(=O)CSc1nc(C)cc(C)n1,nt,-6%,0%,-6%,1%,-13%,-20,1%,1%
Cc1csc(NC(=O)CSc2nc(C(C)C)nc3ccccc23)n1,i,-15%,?,-25%,18µM*,-12%,-96*,?,26%
Cc1ccc(-c2nc3ncccc3o2)cc1NC(=O)C(C)C,i,4%,25%,8%,-13%,3%,-7,7%,-4%
Oc1c(Cl)cc(Cl)cc1C(C#Cc1ccccc1)N1CCOCC1 (configuration not stated),i,-22%,5%,-27%,?,-20%,0,-23%,-3%
CCOc1ccc(NC(=O)CSc2nc3ccsc3c(=O)n2CCC(=O)O)cc1,i,-11%,-11%,10%,0%,8%,19,20%,-16%
Cc1cc(=O)oc(C)c1C(=O)NC1CCCCCCC1,i,1%,-3%,?,-16%,6%,-7,12%,-1%
CCCc1nc2ccccc2n1C(CCSC)C(=O)NC(C)(C)C (configuration not stated),nt,nt,4%,11%,nt,nt,27,-2%,nt
CCCOc1ccc(F)cc1-c1cc(C(=O)Nc2ccc(C)c(NS(C)(=O)=O)c2)[nH]n1,i,0%,?,?,nt,-30%,-11,?,nt
CSc1nc(NC(C)C)nc(N2CCOCC2)n1,i,-23%,4%,-3%,4%,-2%,?,0%,-2%
CN(C)n1cccc1/C=C(\C#N)S(=O)(=O)c1cccc(Cl)c1,i,11%,-5%,0%,-4%,-1%,-1,-1%,-7%
Cc1ccc(Cl)c2c1N[C@@H](c1ccc(C(=O)O)cc1)[C@H]1CC=C[C@@H]21,?,-9%,-5%,nt,nt,-37%,nt,nt,nt
CCOc1ccc(NC(=O)CN(C)C(=O)c2cc([N+](=O)[O-])ccc2N2CCCCC2)cc1OCC,i,-15%,1%,-5%,0%,-24%,-28,-1%,-27%
Cc1ccc(F)cc1C(=O)N1CCCCC1c1cc(C(=O)Nc2ccccc2)no1 (configuration not stated),i,-7%,0%,12%,nt,-6%,0,23%,nt
COc1ccc(C2CC(=O)C=C(NC3CCCC3)C2)cc1 (configuration not stated),i,6%,-8%,1%,-1%,20%,-8,0%,0%
c1ccc2nc3c(nc2c1)OCC1CCCCN31 (configuration not stated),i,46%[activator],13%,9%,6%,-19%,34,9%,4%
CCOC(=O)c1cccc(NC(=O)c2cncc(Br)c2)c1,i,-6%,-3%,1%,12%,-1%,10,-5%,4%
CSc1ncccc1C(=O)NC1CC(C)(C)Cc2c1cnn2-c1ccccc1C (configuration not stated),i,89%[activator],?,16%,20%,-14%,-2,0%,-3%
COc1ccc(C=C2SC(=S)N(CCCC(=O)Nc3ccc(C(=O)O)c(O)c3)C2=O)cc1OC,?,11%,0%,16%,nt,1%,?,13%,nt
CC(C)(C)C(=O)OCc1nc(-c2ccc(O)c(O)c2)cs1,i,-11%,7%,?,?,-28%,nt,?,37%
Cc1cc(C(=O)CSc2nnnn2-c2ccccc2)c(C)n1CCc1ccccc1,i,-29%,-19%,-10%,19%,-7%,-13,-14%,-4%
CC1=C(C#N)C(C(F)(F)F)(C(F)(F)F)N=C(c2ccco2)N1,i,0%,-2%,0%,-4%,-30%,-13,8%,-1%
COc1cccc(CN(CC(=O)NC2CCCC2)C(=O)c2csnn2)c1,i,4%,6%,4%,nt,6%,-13,4%,nt
O=C(COC(=O)c1cc(S(=O)(=O)N2CCOCC2)ccc1Cl)NCc1ccccc1,i,4%,nt,3%,4%,-2%,14,5%,0%
Cc1nn(-c2ccc(F)cc2F)c(=O)c2noc(C)c12,?,nt,1%,14%,7%,-2%,-8,5%,15%
CC#C[C@@H](CC)c1ccc2ccn(C)c2c1,i,25%,-5%,17%,9%,2%,-4,4%,-12%
CC(C)(CNC(=O)c1ccc(S(=O)(=O)Nc2ccccc2F)cc1)N1CCOCC1,i,10%,-5%,6%,14%,9%,-1,6%,-2%
Cc1ccc(NNC(=O)c2cc(C(C)(C)C)nn2Cc2ccccc2)cc1,i,-30%,12µM*,-10%,?,1%,?,-8%,-10%
O=C(O)CCn1[nH]c(=O)ccc1=O,?,7%,25%,10%,-2%,-1%,11,22%,0%
CC(C)N(C(=O)Cn1c(=O)oc2ccccc21)c1ccccc1,i,nt,-3%,-1%,-13%,1%,16,1%,1%
COc1ccc(CCNC(=O)CN2CCN(c3cccc(C(F)(F)F)c3)CC2)cc1,nt,nt,0%,-20%,6%,-46%,0,-14%,-3%
CCCCNC(=O)N(C)c1nc2ccccc2s1,i,39%[activator],-4%,-3%,8%,13%,?,-8%,-7%
CC(OC(=O)C1=COCCO1)C(=O)NC1CCCCC1 (configuration not stated),i,nt,3%,3%,nt,-17%,-2,6%,nt
C/C(CC(=O)Nc1ccc(C)cc1C)=N\NC(=O)C(C)C,i,-4%,3%,14%,0%,2%,-14,-4%,-21%
O=C(NC1CCCCC1)c1ccc2c(c1)sc1nc(-c3ccc(F)cc3)cn12,i,11%,-3%,nt,nt,-23%,nt,nt,nt

# Ordered by value in SW480 rerep (high to low): 3 of the compounds above.
mol | SW480 rerep
CC1=C(C#N)C(C(F)(F)F)(C(F)(F)F)N=C(c2ccco2)N1 | -1%
CSc1ncccc1C(=O)NC1CC(C)(C)Cc2c1cnn2-c1ccccc1C (configuration not stated) | -3%
Cc1ccc(NNC(=O)c2cc(C(C)(C)C)nn2Cc2ccccc2)cc1 | -10%

# Next part
SMILES,S2 tox,ATXN2 expr inh,KB-3-1 cytotox,HT1080 IDH1KD tx,MCF10A rerep,HepG2 tox,IL-1B inflam inh,HT1080-NT tox,SW480 rerep
Cc1cc(C)nc(/N=C(\N)Nc2ccc(-c3ccccc3)cc2)n1,i,?,16µM*,16µM*,?,-27%,nt,16µM*,12%
CC(=O)Oc1ccccc1-c1nc(C)nc(N(C)C(C)=O)n1,i,20%,8%,?,3%,4%,0,?,-9%
COc1cccc(N2C(=O)C3C(C2=O)C3(c2ccccc2)c2ccccc2)c1 (configuration not stated),i,-21%,-2%,-2%,-6%,1%,6,-2%,-30%[inhibitor]
COc1cccc(/C=N/NC(=O)c2ccc3nc[nH]c3c2)c1O,i,6%,-7%,?,5%,-24%,115,?,?
CN(c1ccccc1)S(=O)(=O)c1ccc(C(=O)Nc2ccncc2)cc1,i,-4%,-30%,-11%,11%,35%,-14,-10%,-5%
COc1ccc(-c2cc(C(=O)Nc3ccc(S(=O)(=O)Nc4ncccn4)cc3)c3ccccc3n2)cc1,i,6%,-7%,-1%,-31%[inhibitor],-2%,-1,-3%,-3%
COC(=O)CSc1nnc(Cc2ccccc2)n1-c1ccc(C)cc1,i,10%,2%,4%,1%,0%,-20,14%,-7%
NC(=O)C(c1ccccc1)(c1ccccc1)[C@@H]1CCN(CCc2ccc3c(c2)CCO3)C1,?,?,nt,nt,1%,nt,nt,nt,6%
COc1ccccc1NS(=O)(=O)c1ccc(NC(=O)c2nc3ncccn3n2)cc1,i,14%,15%,5%,?,4%,5,11%,-4%
O=C(CN(Cc1ccco1)C(=O)Cn1nnc(-c2cccs2)n1)NCc1ccccc1,i,-19%,0%,-7%,-13%,-39%,-9,-2%,-4%
O=C(Cc1ccc(Br)cc1)NC1CCCc2ccccc21 (configuration not stated),i,-15%,-13%,-24%,57%,-13%,8,-5%,18%
Cc1ccc(-c2noc(CN(C(=O)c3cccs3)C(C)C)n2)cc1,i,4%,2%,-5%,?,-4%,-78*,?,?
COc1ccc(Cl)cc1NC(=O)c1cc2c(s1)-c1ccccc1OC2,i,-7%,-8%,nt,nt,-4%,nt,nt,nt
Cc1ccc(S(=O)(=O)NCC(C)NS(C)(=O)=O)cc1 (configuration not stated),i,2%,7%,13%,-2%,8%,1,3%,-4%
CCOc1ccc(C(C(=O)NC2CCCC2)N(C(=O)CNC(=O)c2ccco2)c2cccnc2)cc1 (configuration not stated),i,-2%,0%,21%,-1%,7%,-3,12%,0%
O=C(NC1CCCCC1)C1CCN(S(=O)(=O)c2cccc3nonc23)CC1,i,4%,6%,-1%,3%,3%,4,8%,4%
COc1cccc(CNC(=O)CCC2CCCN(C(=O)CCn3cncn3)C2)c1 (configuration not stated),i,-1%,-3%,0%,-5%,-8%,13,-1%,-5%
O=C(O)c1cccc2c(-c3ccccc3)c(-c3ccccc3)[nH]c12,i,-14%,24%,-12%,?,-11%,-1,?,-44%
CCOC(=O)c1c(NC(=O)c2cc(-c3ccc(Cl)s3)nc3ccccc23)sc(C(N)=O)c1C,?,?,?,1%,?,8%,0,9%,-7%
O=C(OCc1cccc2ccccc12)C1CC(=O)N(c2ccccc2)C1 (configuration not stated),i,-3%,0%,3%,12%,2%,10,0%,-1%

# Bioassay records as filed in PubChem BioAssay.
